Shiga toxin inh: blocks Shiga toxin action in Vero cells; Vero cells, Shiga toxin protein synthesis inhibition reporter; inhibition, % at 38.7 µM; hit rate 9.2% among 290,000; in the data active means inhibition mostly above about 28%, no sharp cut-off; inactive means mostly below about 43%; further: 0% is about no effect
LmPK inhibitor: blocks Leishmania mexicana pyruvate kinase activity; Q27686; purified LmPK, Kinase-Glo ATP luminescence, 1 h; Potency, µM (doses to about 57.5 µM), without a hit: top-dose activity change, negative = inhibition, hits mostly inhibitors; hit rate 0.37% among 290,000; further: potency means the concentration at half of the fitted maximal effect; on the % scale 0 is the no-effect control and ±100 the full control effect
Target sequence (Q27686 whole entry, looked up): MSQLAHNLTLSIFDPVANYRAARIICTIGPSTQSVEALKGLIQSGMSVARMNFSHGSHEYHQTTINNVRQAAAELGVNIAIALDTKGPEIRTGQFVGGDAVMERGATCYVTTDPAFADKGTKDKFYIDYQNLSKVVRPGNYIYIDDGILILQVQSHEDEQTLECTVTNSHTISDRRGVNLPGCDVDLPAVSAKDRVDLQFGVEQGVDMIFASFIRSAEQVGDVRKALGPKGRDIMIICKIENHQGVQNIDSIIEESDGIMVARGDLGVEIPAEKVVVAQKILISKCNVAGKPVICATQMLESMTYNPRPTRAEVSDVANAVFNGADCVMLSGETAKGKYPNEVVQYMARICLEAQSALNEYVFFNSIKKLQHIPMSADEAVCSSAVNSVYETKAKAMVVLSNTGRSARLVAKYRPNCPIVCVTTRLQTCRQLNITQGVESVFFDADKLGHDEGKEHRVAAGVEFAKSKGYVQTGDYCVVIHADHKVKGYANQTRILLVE
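Purified LmPK (0.1 nM) with 0.5 mM PEP and 0.1 mM ADP in imidazole buffer pH 7.2 with MgCl2/KCl, 1 h at room temperature. ATP formed was read by luciferase luminescence and normalized to no-enzyme and uninhibited controls.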
Pf growth 96h: P. falciparum growth inhibition at 96 hours | P. falciparum luciferase reporter growth, 96 h | Potency, µM (highest dose often 28.7 µM), for the others: at the top dose activity change, negative = inhibition, most hits filed as inhibitors | hit rate 6.9% among 320,000; further: potency means the concentration at half of the fitted maximal effect; on the % scale 0 is the no-effect control and ±100 the full control effect
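P. falciparum expressing integrated firefly luciferase grown in erythrocytes (2% hematocrit, 0.05% parasitemia final) with compounds for 96 hours at 37 C, 5% CO2. Growth inhibition read as loss of luminescence after adding luciferase detection reagent.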
Cycloheximide cs: counter-screen hit for Shiga toxin inhibitors, cycloheximide; cell reporter, cycloheximide protein synthesis inhibition counterscreen; max response, %; hit rate 12% among 300,000; AID 2314; in the data active means max response mostly above about 13%, no sharp cut-off; inactive means mostly below about 14%; further: read at 38.3 µM for the half of the compounds with a filed dose; 0% is about no effect
AmpC no deterg: blocks E. coli AmpC beta-lactamase in detergent-free assay; P00811; AmpC nitrocefin hydrolysis, absorbance 480 nm, 0.0001% Triton; Potency, µM (titrated, usually from 57.1 µM), inactives show at the highest dose activity change, negative = inhibition, usual class: inhibitors; hit rate 0.52% among 330,000; AID 485341;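 further: potency means the concentration at half of the fitted maximal effect; plate controls were no compound for no effect and no enzyme for full effect; nearly all actives have a fitted effect of over 20% in size; some results filed as inactive show a strong effect at the top dose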
Target sequence (P00811 whole entry, looked up): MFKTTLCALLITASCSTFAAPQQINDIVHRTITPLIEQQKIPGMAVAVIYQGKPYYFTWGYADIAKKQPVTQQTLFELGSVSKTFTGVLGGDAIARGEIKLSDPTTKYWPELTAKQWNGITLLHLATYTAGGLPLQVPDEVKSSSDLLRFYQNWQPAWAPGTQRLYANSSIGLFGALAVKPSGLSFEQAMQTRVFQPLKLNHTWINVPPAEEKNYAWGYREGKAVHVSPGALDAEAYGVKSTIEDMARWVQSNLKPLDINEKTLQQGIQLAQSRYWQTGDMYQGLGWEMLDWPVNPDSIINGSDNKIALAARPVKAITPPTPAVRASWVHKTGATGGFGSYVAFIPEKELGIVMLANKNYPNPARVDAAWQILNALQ
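AmpC (5.3 nM in the dispensed reagent) in 20 mM phosphate pH 7.0 with 0.01% (detergent screen) or 0.0001% Triton X-100 was preincubated with compounds for 15 min at room temperature. Nitrocefin was then added from an 800 uM solution, and hydrolysis was followed at 480 nm.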
TbPYK inhibitor: blocks Trypanosoma brucei pyruvate kinase. TbPYK enzyme, Kinase-Glo Plus ATP luminescence, 45 min. Q57TT1. Potency, µM (highest dose often 76.8 µM), without a hit: at the highest dose activity, negative = inhibition, hits mostly inhibitors. hit rate 0.12% among 410,000. AID 624173; further: potency means the concentration at half of the fitted maximal effect; on the % scale 0 is the no-effect control and ±100 the full control effect; nearly all actives have a fitted effect of over 50% in size
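Readout: single end-point luminescence (Kinase-Glo Plus, 10 min). Reaction conditions were TbPYK/substrate plus 130 uM ADP, 45 min at RT, pH 7.2 TEA buffer. No-enzyme wells served as controls, and data were normalized before concentration-response fitting.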
Pf growth 48h: inhibits P. falciparum growth in the first generation, 48 h; P. falciparum luciferase growth in erythrocytes, 48 h; Potency, µM (doses to about 28.7 µM), for inactives: top-dose activity change, negative = inhibition, actives largely listed as inhibitors; hit rate 5.9% among 310,000; AID 504832; further: potency means the concentration at half of the fitted maximal effect; on the % scale 0 is the no-effect control and ±100 the full control effect
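Compounds are pin-transferred into medium, infected erythrocytes (2% hematocrit, 0.1% parasitemia final) are added, and plates sit one parasite generation at 37 C in 5% CO2. Detection reagent is then added and luminescence measured.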
Starred values were filed as active, the others as inactive; u = inconclusive; x = not tested or not shown; [ ] = dose if it differs, or a comment. Unless noted, the call rests on the fitted dose curve; in most records, active means well fitted curve in the direction sought with a large enough effect; inconclusive means small, poorly fitted or top-dose-only effect, or another doubt; inactive means no such curve, though single readings can be large; an effect the other way counts as inactive or inconclusive.

Every second line gives: Shiga toxin inh	LmPK inhibitor	Pf growth 96h	Cycloheximide cs	AmpC no deterg	TbPYK inhibitor	Pf growth 48h
- O=C(NN1C(=O)/C(=C/c2cc([N+](=O)[O-])ccc2O)SC1=S)c1ccccc1O
 : x	x	3.0%	x	-19.3%	x	30.8%
- CC(=O)OC(C(=O)NC1CCCCC1)c1cccc(F)c1 (stereo not drawn)
 : -5.3	-2.3%	0.0%	-2.4	-7.8%	0.2%	12.0%
- CCOC(=O)C1=C(C)NC(C)=C(C(=O)OCC)C1c1ccc(C)o1
 : -10.4	5.9%	u	1.3	21.9%	2.3%	u
- NNC(=O)c1cnn(Cc2ccccc2)c1N
 : -2.1	-0.2%	-27.6%	-2.4	-34.7%	3.0%	1.2%
- COC(=O)C1=C(C(=O)c2ccccc2)C(c2ccc(O)c(OC)c2)n2nnnc2N1 (stereo not drawn)
 : -6.5	5.2%	-53.3%	-2.5	-9.5%	-6.4%	-0.3%
- O=[N+]([O-])c1cccc(/C([O-])=C(/C(=S)Nc2ccccc2F)[n+]2ccccc2)c1
 : 83.4*	-8.5%	60.4%[activator]	44.3*	-22.6%	-9.4%	57.9%[activator]
- Cn1c(SCC(=O)c2ccc(F)cc2)nnc1-c1ccccn1
 : 21.4	2.3%	-0.2%	6.4	-9.8%	-3.4%	-9.2%
- CCCCCCCCCC[N+](C)(C)CC/C=C1/c2ccccc2Sc2ccc(Cl)cc21
 : 21.2	1.4%	3.7µM*	-0.6	124.7%[activator]	0.8%	x
- COc1ccc(C(=O)Nc2ccc3c(c2)n(C)c(=O)n3C)cc1OC
 : 11.0	-1.8%	-1.7%	0.4	-5.9%	2.2%	-2.8%
- CCOC(=O)c1oc2c(CN3CCN(C)CC3)c(O)ccc2c(=O)c1-c1ccc(Br)cc1
 : 15.8	6.6%	u	3.7	159.9%[activator]	-1.7%	u
- O=C(Cc1ccc(Br)cc1)N1CCN(Cc2ccccc2)CC1
 : 21.3	2.0%	u	18.4*	86.1%[activator]	-2.2%	u
- O=C(CN1CC(c2ccccc2)CC1=O)Nc1ccc2c(c1)OCO2 (stereo not drawn)
 : -8.6	-2.4%	17.0%	-2.9	-5.9%	1.4%	21.6%
- CCCOC(=O)c1[nH]c2c(c1C)C(=O)CC(c1cccs1)C2 (stereo not drawn)
 : -12.4	-1.0%	9.28µM*	-4.6	-27.4%	0.6%	x
- COc1ccc(/C=C2\SC(=S)N(CCCC(=O)NNC(=O)c3ccccc3O)C2=O)cc1
 : -8.1	0.6%	-3.4%	0.6	-36.0%	1.7%	u
- CCCCn1c(N)c(N(CCOC)C(=O)c2c(-c3ccccc3)noc2C)c(=O)[nH]c1=O
 : x	x	u	x	-2.7%	-1.8%	-0.5%
- Cc1ccc(S(=O)(=O)N(C)C)cc1NC(=O)COC(=O)CNC(=O)C12CC3CC(CC(C3)C1)C2
 : x	x	11.4%	x	60.4%[activator]	2.9%	u
- O=C(Nc1ccc(O)cc1)c1cccc(Oc2ccc([N+](=O)[O-])cc2)c1
 : 14.8	8.6%	u	2.2	18.6%	-2.8%	-3.4%
- Cc1ccc(C(=O)NCC(=O)OCC(=O)c2ccc3c(c2)OCCO3)cc1C
 : 10.0	3.8%	8.9%	2.3	-22.2%	-1.2%	x
- CSc1ccc(CN2CCC(CO)(Cc3ccc(Cl)cc3)CC2)cc1
 : 17.5	4.0%	u	-2.0	28.1%	-4.7%	0.0%
- CC[C@]12CCCN3CCc4c(n(c5ccccc45)C(=O)C1)C32 (stereo partly drawn)
 : 9.2	5.5%	-21.7%	-2.5	-4.1%	0.4%	-5.4%
- CCOC(=O)c1ccc(NC(=O)N2CCc3ccccc3C2)cc1
 : 18.6	3.0%	5.2%	30.3*	-43.4%	7.6%	u
- O=C(/C=C\c1ccccc1)Nc1nccs1
 : 58.8*	-18.2%	64.5%[activator]	38.6*	-11.8%	-2.2%	96.8%[activator]
- Cc1ccc(-c2cc(C(=O)Nc3cc(C)ccc3C)[nH]n2)c(O)c1
 : 30.2*	-7.0%	u	18.3*	-32.3%	10.4%	u
- CCc1cccc(C)c1NC(=O)c1cc(C)oc1C
 : -7.5	-2.1%	u	-1.1	-15.6%	1.5%	12.3%
- CCCCNC(=O)c1sc(=S)n2c1[nH]c(=O)c1ccccc12
 : 36.9	u	34.8%[activator]	9.3	-32.5%	3.8%	u
- CC(C)OP(=O)(OC(C)C)C(Nc1ccccc1)c1ccc2c(c1)OCO2 (stereo not drawn)
 : -12.5	5.0%	u	-7.7	86.3%[activator]	23.2%	-16.2%
- Cc1cc(NC(=O)c2cc3ccccc3o2)cc(C)c1OCC(=O)N1CCOCC1
 : 7.3	0.5%	38.1%[activator]	9.0	89.5%[activator]	3.1%	-11.6%
- CCCc1cc(=O)[nH]c2nnc(SCC(=O)Nc3nnc(SCC)s3)n12
 : x	x	14.6%	x	7.1%	u	-12.8%
- O=C(CSc1ccc(-c2ccco2)nn1)NCc1ccc(F)cc1
 : -9.3	-1.2%	-9.1%	-1.0	-20.6%	4.5%	-9.1%
- Cc1ccc2nc(-c3ccccc3)cc(C(=O)N3CCc4ccccc4C3)c2c1
 : -5.3	1.6%	11.7µM*	17.0	0.5%	-16.2%	9.28µM*

Pulled by structure from above, 2 records:
Every second line gives: Shiga toxin inh	LmPK inhibitor	Pf growth 96h	Cycloheximide cs	AmpC no deterg	TbPYK inhibitor	Pf growth 48h
- CCOC(=O)c1ccc(NC(=O)N2CCc3ccccc3C2)cc1
 : 18.6	3.0%	5.2%	30.3*	-43.4%	7.6%	u
- COC(=O)C1=C(C(=O)c2ccccc2)C(c2ccc(O)c(OC)c2)n2nnnc2N1 (stereo not drawn)
 : -6.5	5.2%	-53.3%	-2.5	-9.5%	-6.4%	-0.3%

(next part)
Every second line gives: Shiga toxin inh	LmPK inhibitor	Pf growth 96h	Cycloheximide cs	AmpC no deterg	TbPYK inhibitor	Pf growth 48h
- Cc1nc(Nc2ccccc2)sc1C(=O)c1ccc(F)cc1
 : 142.9*	4.8%	u	67.2*	-32.3%	1.7%	u
- O=C(NCc1ccccn1)c1ccc(-c2ccccc2)cc1
 : 63.6*	1.8%	68.0%[activator]	35.7*	-9.2%	3.8%	47.8%[activator]
- O=C(Nc1c(C(=O)N2CCOCC2)cnn1-c1ccccc1)c1cccc(F)c1
 : -4.5	-0.6%	6.3%	-5.8	-9.1%	-6.4%	7.3%
- N=C1C(c2nc(-c3ccc(Cl)cc3)cs2)=C(O)CN1NC(=O)c1ccc(O)cc1
 : 24.6	0.1%	-19.1%	23.4*	-40.6%	-1.3%	-29.4%
- COc1cccc(C(=O)NC2=NCCS2)c1OC
 : 63.4*	-4.1%	u	30.7*	-6.7%	-3.6%	93.4%[activator]
- O=C(CCc1nc2ccccc2c(=O)[nH]1)Nc1nnc(SCc2ccccc2)s1
 : x	x	9.8%	x	-19.2%	0.6%	11.5%
- O=C(C[n+]1ccc2ccccc2c1)c1ccc(NC(=O)c2ccccc2)cc1
 : 22.0	-1.3%	50.8%[activator]	-4.0	5.0%	-6.5%	13.1µM*
- COc1cc(-c2nnc(SCC(=O)N3CCOCC3)o2)cc(OC)c1OC
 : 15.6	1.2%	u	-1.8	1.4%	-6.3%	16.6%
- COc1cccc(C(=O)NCC(=O)N/N=C/c2c(C)[nH]c3ccccc23)c1
 : -7.2	6.5%	u	21.2	-27.6%	-0.4%	19.6%
- O=C(c1ccccc1F)N1CCN(Cc2ccc3c(c2)OCO3)CC1
 : x	-0.3%	0.0%	-1.5	-1.8%	-4.1%	54.2%
- CC(C)CCn1c(Oc2ccc(Cl)cc2)nc2c1c(=O)n(C)c(=O)n2C
 : -8.5	0.6%	50.1%[activator]	4.4	-18.8%	2.2%	x
- O=c1[nH]c(CN2CCN(Cc3ccc4c(c3)OCO4)CC2)nc2ccccc12
 : -10.4	-4.0%	7.6%	8.6*	-25.0%	-4.5%	-10.0%
- CCn1nnnc1SCC(=O)NC1CCCC1
 : 9.3	-0.6%	u	12.4	-4.4%	-8.4%	47.7%[activator]
- C/C(=N\NC(=O)CN1CCOCC1)C(C)(C)C
 : -2.1	-2.5%	25.5%	1.1	0.2%	1.5%	11.1%
- Cn1c(=O)c(C(=O)CN2CCN(S(=O)(=O)c3ccccc3)CC2)c(N)n(Cc2ccccc2)c1=O
 : -6.5	4.8%	u	-4.3	75.6%[activator]	-0.6%	u
- Cc1ccc(OCC(=O)Nn2cnc3ccccc32)cc1
 : -4.5	2.5%	26.2%	8.7	-13.8%	-18.1%	-3.3%
- Cc1cc(NC(=O)C(C)SCC(=O)OCc2ccc(Cl)cc2Cl)no1 (stereo not drawn)
 : x	x	-3.3%	x	-14.7%	6.2%	u
- CC(C)c1ccc(NC2CCCN(C(=O)c3ccsc3)C2)cc1 (stereo not drawn)
 : -26.1	-3.8%	22.1%	-2.0	63.6%[activator]	3.5%	u
- O=S1(=O)CCC(N2CCOCC2)C1 (stereo not drawn)
 : -3.4	-8.0%	x	-1.8	-10.4%	-3.1%	4.2%
- COC(=O)c1ccc(CSc2nc(-c3ccccc3)cs2)o1
 : 44.8	-3.2%	-3.5%	21.9*	-30.4%	-9.2%	8.7%
- COc1ccc(OC)c(S(=O)(=O)N(C)CC(=O)N2CCN(c3ccc(F)cc3)CC2)c1
 : 0.5	-5.5%	x	-3.3	157.7%[activator]	0.7%	-21.4%
- O=c1c2ccccc2nnn1CSc1nnc2sc3ccccc3n12
 : 79.2*	u	114.4%[activator]	37.8*	-17.1%	x	194.9%[activator]
- CCOC(=O)N1CCC(N2C(=O)c3ccc(C(=O)NCCC(C)C)cc3C2=O)CC1
 : -3.9	1.2%	2.5%	0.3	-5.1%	1.3%	38.3%[activator]
- CN(C)c1ccc(NC(=O)Cc2ccccc2)c2ccccc12
 : 32.9	0.1%	-0.9%	15.4*	-21.2%	0.0%	-1.3%
- CCOc1ccc(S(=O)(=O)Nc2ccccc2C(=O)N(C)C2CCN(C)CC2)cc1
 : x	x	u	x	-8.2%	-4.8%	u
- CCn1c(=O)c(C(=O)NCc2ccc(OC)c(OC)c2)c(O)c2ccccc21
 : 11.2	0.2%	u	-4.7	-6.9%	-8.4%	u
- COc1ccc(CCNC(=O)CN2CCN(Cc3ccccc3F)C2=O)cc1OC
 : -9.1	0.8%	2.8%	-1.0	68.1%[activator]	0.3%	-16.1%
- CC(=O)c1cccc(NC(=O)NNC(=O)c2ccc(Cl)cc2Cl)c1
 : -3.2	1.8%	-3.8%	-2.2	-28.5%	-1.8%	12.7%
- CCC(c1ccccc1)c1nc(-c2ccccn2)no1 (stereo not drawn)
 : 46.2	1.9%	34.2%[activator]	3.8	-4.1%	4.8%	17.4%
- Cc1ccc(CN(C)C(=O)c2cc(Br)c(Br)s2)o1
 : -4.5	-3.6%	6.0%	-4.1	-28.8%	-15.4%	3.2%
- COc1ccccc1NC(=O)NN1CCCCC1
 : 35.5	5.8%	1.3%	15.1	-9.5%	0.0%	10.6%
- NC(=O)N/N=C/c1ccc([N+](=O)[O-])o1
 : x	x	5.36µM*	x	-5.0%	2.9%	11.7µM*
- Cc1nnc(SCc2ccc(F)cc2)s1
 : 55.2*	-6.9%	x	28.1*	-9.0%	-4.3%	46.0%[activator]
